Screening results deposited in PubChem BioAssay by National Center for Advancing Translational Sciences (NCATS).
PLK1 PBD block: qHTS for Inhibitors of PLK1-PDB (polo-like kinase 1 - polo-box domain): Primary Screen; Plk1 PBD binding of FITC phosphopeptide, fluorescence polarization; Potency, µM, for inactives: max response, negative = inhibition, hits mostly inhibitors; Serine/threonine-protein kinase PLK1 (Homo sapiens), P53350; 2.8% of 360,000 active; AID 720504, 2013; also: potency is read from the fitted curve at half-maximal effect; series mostly up to about 57 µM; % is scaled to controls: 0 for no effect and ±100 for the full control effect; nearly all actives have a fitted effect of over 65% in size
EPAC1 ag: qHTS for Agonist of cAMP-regulated guanine nucleotide exchange factor 3 (EPAC1): primary screen. Rap guanine nucleotide exchange factor 3 (Homo sapiens), O95398. EPAC1 agonist qHTS, biochemical assay; response scale: 100% = response to 6.5 mM cAMP. Potency, µM (top dose mostly 154 µM), for inactives: top-dose activation, actives largely listed as activators. 0.073% of 360,000 active. AID 720707, 2013; also: potency is read from the fitted curve at half-maximal effect; nearly all actives have a fitted effect of over 60% in size
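Compounds were pinned as a concentration titration into mixtures of EPAC1 (100 nM), BODIPY-GDP-loaded Rap1B (250 nM) and GDP (50 uM). After 5 min at room temperature, fluorescence was followed for 30 min; activity was scaled to 6.5 mM cAMP.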
IL2 activator: qHTS of IL-2 Activators | IL-2 activation reporter assay, cell-based qHTS; stimulated with anti-CD3/CD4/CD28 beads; in transgenic mouse T cells | AID 652025, 2013 | 0.065% of 360,000 active | activation, % (series mostly up to about 46 µM); in the data active = activation above about 50%; inconclusive = mostly about 30% to 49%; also: 0% is about no effect
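Using fluorescent plate cytometry, EGFP and DsRed are detected in transgenic mouse T cells stimulated 18 h at 37 degrees C with antibody-coated beads after 60 min compound pretreatment.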
GLP-1R agonist: qHTS of GLP-1 Receptor Agonists. 0.007% of 380,000 active. Potency, µM (titrated, usually from 45.6 µM), inactives show at the top dose activation, actives largely listed as activators. HEK293 GLP-1R CRE-luciferase, luminescence, 4-6 h; cells express a hypersensitive GLP-1R form; also: potency is read from the fitted curve at half-maximal effect; % of control where 0% means no effect
Target sequence (P43220 whole entry, looked up): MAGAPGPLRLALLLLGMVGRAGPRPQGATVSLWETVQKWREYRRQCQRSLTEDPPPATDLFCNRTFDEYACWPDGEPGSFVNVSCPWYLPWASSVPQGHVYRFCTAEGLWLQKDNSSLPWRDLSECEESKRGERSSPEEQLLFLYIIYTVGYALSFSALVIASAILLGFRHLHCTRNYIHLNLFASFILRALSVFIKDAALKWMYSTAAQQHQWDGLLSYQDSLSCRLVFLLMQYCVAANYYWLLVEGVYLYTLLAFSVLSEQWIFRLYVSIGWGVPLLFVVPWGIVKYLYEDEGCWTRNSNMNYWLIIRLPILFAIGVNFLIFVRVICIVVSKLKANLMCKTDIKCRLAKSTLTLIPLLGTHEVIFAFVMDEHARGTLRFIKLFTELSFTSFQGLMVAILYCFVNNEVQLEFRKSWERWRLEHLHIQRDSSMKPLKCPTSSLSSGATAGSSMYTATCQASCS
EPAC1 antag: qHTS for Antagonist of cAMP-regulated guanine nucleotide exchange factor 3 (EPAC1): primary screen. EPAC1 GEF assay, Rap1b-BODIPY-GDP exchange fluorescence. Potency, µM (doses to about 115 µM), without a hit: at the top dose activity change, negative = inhibition, actives largely listed as inhibitors. 0.14% of 360,000 active;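 also: potency is read from the fitted curve at half-maximal effect; plate controls were vehicle for no effect and positive control for full effect; nearly all actives have a fitted effect of over 50% in size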
PTHR1 agonist: qHTS for PTHR1 Agonists: Primary Screen; Parathyroid hormone/parathyroid hormone-related peptide receptor (Homo sapiens), Q03431; HEK293 GP2 PTHR1 cells, GloSensor cAMP luminescence, 1 h; Potency, µM (doses to about 115 µM), for the others: at the top dose activation, usual class: activators; 0.075% of 410,000 active; AID 743266, 2014; also: potency is read from the fitted curve at half-maximal effect; nearly all actives have a fitted effect of over 55% in size; some results filed as inactive show a strong effect at the top dose; inactives centre near -15; many of its hits are not listed in these tables
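HEK-293-derived GP2 cells expressing PTHR1 and a GloSensor cAMP reporter, 3,000/well, plated overnight, given luciferin plus IBMX (each 0.5 mM as added) for 1 h at 37 °C, then compound for 1 h at 37 °C. Luminescence was read after 15 min at room temperature.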
HEK293 tox: qHTS of GLP-1 Receptor Inverse Agonists: Cytotox Screen. HEK293 cAMP-luciferase reporter cells, luminescence, 24 h. Potency, µM (series often up to 38.3 µM), inactives show at the top dose activity change, negative = inhibition, actives largely listed as inhibitors. 0.13% of 410,000 active. AID 624418, 2012;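 also: loss of luciferase light is scored as toxicity; potency is read from the fitted curve at half-maximal effect; % is scaled to controls: 0 for no effect and ±100 for the full control effect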
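Compound-treated cells are incubated 24 hr at 37 deg C under 5% CO2 after a 12 hour attachment period, then luciferase detection reagent is added and luminescence is measured following 12 min at room temperature; lowered signal indicates toxicity.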
GLP-1R inv ag: qHTS of GLP-1 Receptor Inverse Agonists (Inhibition Mode) | HEK293 GLP-1R CRE-luciferase, luminescence, 24 h; GLP-1R form is constitutively active | Potency, µM (series often up to 38.3 µM), for the others: at the highest dose activity change, negative = inhibition, actives largely listed as inhibitors | 1.6% of 410,000 active | AID 624417, 2012; also: potency is read from the fitted curve at half-maximal effect; % is scaled to controls: 0 for no effect and ±100 for the full control effect; nearly all actives have a fitted effect of over 55% in size
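Using stably transfected HEK293 (constitutively active GLP-1R, cAMP-luciferase reporter), compounds were incubated 24 hr and luciferase measured by luminescence.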
PI5P4Ka inh: qHTS for Inhibitors of phosphatidylinositol 5-phosphate 4-kinase (PI5P4K); max response, %; AID 652105, 2013; Phosphatidylinositol 5-phosphate 4-kinase type-2 alpha (Homo sapiens), P48426; 1.2% of 330,000 active; PI5P4Kalpha enzyme, ADP-Glo luminescence, 60 min; hits give low values; active = max response of -50% or lower; inconclusive = between -30% and -50%; inactive = -30% or higher; also: value at the top dose of about 77 µM; % is scaled to controls: 0 for no effect and ±100 for the full control effect
Target sequence (P48426 whole entry, looked up): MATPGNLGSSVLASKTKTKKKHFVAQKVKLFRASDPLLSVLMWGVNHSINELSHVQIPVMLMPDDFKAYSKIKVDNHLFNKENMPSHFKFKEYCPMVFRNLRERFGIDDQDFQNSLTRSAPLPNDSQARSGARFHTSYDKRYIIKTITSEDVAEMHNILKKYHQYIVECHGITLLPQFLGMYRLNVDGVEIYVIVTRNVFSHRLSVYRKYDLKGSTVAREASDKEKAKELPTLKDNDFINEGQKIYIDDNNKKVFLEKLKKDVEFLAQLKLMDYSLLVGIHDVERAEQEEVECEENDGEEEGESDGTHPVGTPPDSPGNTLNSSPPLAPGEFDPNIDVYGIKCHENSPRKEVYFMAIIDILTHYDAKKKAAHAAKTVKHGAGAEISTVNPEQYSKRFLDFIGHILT
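Quantitative HTS of the MLSMR library against PI5P4Kalpha with substrate. ATP added last at 5 microM final; room temperature, 60 minutes. Remaining ATP depleted, ADP converted and read as luminescence.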
The depositor's hits bear a star; i = inactive; u = inconclusive; x = not tested or not shown; [ ] = another dose, or the depositor's remark. Unless noted, calls follow the shape of the dose curve; as a rule, active = well fitted curve in the direction sought with a large enough effect; inconclusive = small, poorly fitted or top-dose-only effect, or another doubt; inactive = no such curve, though single readings can be large; an effect the other way counts as inactive or inconclusive. Some of the compounds tested (hit frequency here may not be typical).

SMILES	PLK1 PBD block	EPAC1 ag	IL2 activator	GLP-1R agonist	EPAC1 antag	PTHR1 agonist	HEK293 tox	GLP-1R inv ag	PI5P4Ka inh
CCN(CC(=O)Nc1cc(S(=O)(=O)N2CCCCC2)ccc1Cl)Cc1ccccc1	1.6%	-6.1%	-6.4	2.7%	4.9%	-44.9%	8.8%	5.62µM*	9.3
Cc1ccc2c(c1)N(CC(=O)NCCCN1CCOCC1)C(=O)C(C(C)C)O2 (stereo not drawn)	-7.7%	1.1%	0.5	-2.0%	-1.6%	-2.7%	8.9%	3.9%	1.4
O=C(NCCc1ccccc1)C1CCCN1S(=O)(=O)c1ccccc1 (stereo not drawn)	-8.6%	8.4%	-0.6	1.0%	-15.1%	-9.8%	-9.5%	-9.4%	-0.1
CC(=O)N1CCN(c2ccc(NC(=O)/C=C/c3ccccc3)cc2)CC1	-10.0%	-2.7%	-1.4	15.2%	-1.7%	i	0.8%	67.9%[activator]	0.4
O=C(NCc1ccccc1Cl)c1cc(=O)[nH]c2ccccc12	4.0%	-6.0%	-1.1	2.2%	-19.7%	i	12.5%	3.7%	-4.6
CC(CCC(C)C(C)(C)C)[C@@H]1CC[C@H]2C3C[C@H](OS(O)(=S)=S)[C@H]4C[C@H](OS(O)(=S)=S)[C@@H](OS(O)(=S)=S)C[C@]4(C)[C@H]3CC[C@]12C (stereo partly drawn) (tested in a mixture with another compound)	4.74µM*	-16.2%	-0.2	14.4%	15.8µM*	-24.2%	u	u	u
C[C@H]1CN([C@@H](C)CO)C(=O)CCCn2cc(nn2)CO[C@@H]1CN(C)S(=O)(=O)c1ccc2c(c1)OCCCO2	-14.7%	6.3%	-0.2	-0.4%	8.1%	-9.9%	1.0%	8.9%	0.5
Cc1nnsc1C(=O)NC(=O)Nc1ccc(F)c(Cl)c1	-8.0%	11.2%	0.3	1.0%	9.7%	-32.5%	-2.2%	15.9%	6.1
CCN1CCN(C(=O)c2sc3nc(C)nc(N4CCC(C)CC4)c3c2C)CC1	-2.9%	5.5%	0.0	10.0%	-7.3%	-1.6%	-8.1%	-21.2%	-0.7
Cc1c(C(=O)Nc2nnc(SCc3ccccc3Cl)s2)cccc1[N+](=O)[O-]	-4.4%	5.6%	-2.7	-1.6%	-20.8%	-16.3%	3.2%	10.8%	1.2
COc1ccc(-c2nc3ccccn3c2NC2CCCCC2)cc1SC1CCCCC1	-13.3%	9.2%	-4.4	-3.5%	-10.0%	-52.1%[inhibitor]	u	u	0.0
CSc1ccccc1NC(=O)C1CC(c2ccccc2Cl)=NO1 (stereo not drawn)	u	-3.5%	2.7	20.8%	-3.5%	i	2.1%	u	-10.0
Cc1ccc(-c2cnc(C(O)c3ccc(C)cc3)[nH]2)cc1 (stereo not drawn)	7.4%	4.8%	0.8	0.9%	-4.4%	i	-9.0%	u	4.8
O=C(Nc1ccc(C(F)(F)F)cc1-c1ccccc1)c1ccccc1	-5.7%	-8.0%	-2.0	-1.5%	-3.2%	i	-22.7%	-22.0%	10.4
O=C(Cn1cc(C(F)(F)F)cc(Cl)c1=O)NCC1COc2ccccc2O1 (stereo not drawn)	-3.8%	12.3%	-0.3	4.1%	-5.8%	-1.3%	2.8%	-12.6%	4.5
Clc1ccc(-c2nnc3n2CCCCS3)cc1	-9.7%	-9.9%	0.0	-2.8%	11.1%	2.0%	-13.7%	8.7%	1.2
COc1ccc(CC(=O)NNC(=O)c2ccc(Br)o2)cc1	-16.7%	-0.3%	-4.5	12.3%	-28.7%	i	-2.5%	27.5%	-7.3
O=C(COC(=O)c1ccc2ccccc2n1)Nc1ccccc1F	-11.4%	4.3%	0.7	-1.0%	-5.9%	-14.1%	11.2%	-8.7%	-3.9
Cc1ccc(S(=O)(=O)N(C(=O)c2ccncc2)c2ccc(OC(=O)c3ccncc3)c3ccccc23)cc1	9.47µM*	19.0%	-4.1	-2.3%	u	i	u	u	-25.9
CCOc1cc(C(=S)N2CCOCC2)ccc1OS(=O)(=O)c1ccccc1	-5.2%	-1.9%	0.5	5.3%	-28.1%	-16.9%	-3.0%	u	2.8
CCCCn1c(C(C)O)nc2ccccc21 (stereo not drawn)	-3.5%	-1.7%	-3.4	-6.6%	-0.1%	i	5.5%	-5.7%	-0.6
CC(=O)Nc1ccc(NC(=O)C2(C)CC2(Cl)Cl)cc1 (stereo not drawn)	21.2µM*	1.6%	1.9	1.0%	17.2%	i	1.3%	-2.8%	-16.1
CC(OC(=O)Cc1c(F)cccc1Cl)C(=O)NC1(C#N)CCCCC1 (stereo not drawn)	3.1%	1.5%	-2.4	-2.0%	3.4%	-12.6%	0.9%	-6.8%	-1.0
COc1ccc(-c2ccc(C(=O)N3CCN(C)CC3)c3occc23)c(C)c1	-7.5%	2.0%	-0.4	14.7%	-3.5%	-38.5%[inhibitor]	-0.8%	u	-2.9
O=C(O)CCc1ccc(-c2ccc(F)cc2)n1CC1CCCO1 (stereo not drawn)	-4.4%	9.2%	-2.5	-4.5%	15.8%	-14.5%[57.5 µM]	-3.6%	3.9%	x
Cc1ccc(C(=O)Nc2nnc(-c3cccs3)s2)cc1C	-7.1%	4.5%	-0.2	8.4%	10.4%	i	-4.9%	22.1%	-8.2
O=C(Nc1ccc(F)cc1)C1CCN(C(=O)NCc2ccccc2)CC1	-0.3%	6.0%	2.0	0.8%	-0.2%	-42.8%	-0.1%	-15.9%	3.6
COC(=O)c1ccc(C2c3[nH]c4ccccc4c3C[C@H]3C(=O)N(C4CCN(Cc5ccccc5)CC4)CC(=O)N23)cc1 (stereo partly drawn)	-1.8%	8.6%	-1.1	-1.3%	u	u	-13.5%	10µM*	2.2
COc1ccc(/C=C2\N=C(C)OC2=O)cc1[N+](=O)[O-]	u	8.0%	-1.4	3.3%	-18.6%	-12.2%	7.0%	16.8%	-2.4
COc1ccc(CC(C(=O)Nc2cccc(F)c2)c2nn[nH]n2)c(OC)c1 (stereo not drawn)	0.1%	-1.8%	0.8	-0.8%	2.9%	-0.1%[57.5 µM]	-2.8%	-3.4%	x
CCCCC(=O)Nc1cc(OCC)c(NC(=S)NC)cc1OCC	-5.4%	0.5%	0.4	9.0%	-21.1%	-3.8%	3.1%	0.6%	-4.8
Cc1cccc2c(C(=O)O)cc(-c3cccnc3)nc12	-20.7%	2.9%	-1.0	-4.6%	u	12.2%	6.2%	15.4%	-2.0
Cc1cccc(C)c1NC(=S)NCCCN1CCCC1=O	-12.1%	-3.9%	0.1	-9.7%	5.5%	i	77.2%[activator]	9.3%	11.8
CCc1c(OC(C)=O)c2ccccc2n(C)c1=O	-17.6%	0.7%	-2.5	0.1%	-0.6%	-8.9%	-6.1%	0.6%	8.7
CNCCNC[C@H](Cc1cccc2ccccc12)NCCc1ccccc1	-0.3%	15.4%	-0.8	2.3%	5.6%	-1.3%	11.7%	-23.0%	10.0
O=C(NC1CC2CCC(C1)N2C(=O)NCc1ccccc1)NC12CC3CC(CC(C3)C1)C2 (stereo not drawn)	-0.3%	-3.0%	1.3	-35.1%[inhibitor]	-22.1%	i	11.3%	2.0%	-4.4
CC(C)CN(C(=O)c1nn(C)c(=O)c2ccccc12)c1nc2ccccc2s1	-3.6%	-0.5%	-0.9	16.5%	-1.9%	u	-1.2%	u	8.7
CN1CCN(CC(=O)Nc2sc3c(c2C(=O)Nc2ccccc2)CCCC3)CC1	0.5%	-1.1%	-3.4	2.2%	-8.5%	i	-17.8%	u	-0.9
CC(C)(O)c1ccc2c(c1)CCC1C(C)(C(=O)O)CCCC21C (stereo not drawn)	-7.6%	3.5%	-0.6	2.8%	-4.4%	-6.5%	-4.6%	4.7%	-16.5
O=C1N(Cc2ccccc2)c2ccc(Cl)cc2C1(O)c1c[nH]c2ccccc12 (stereo not drawn)	x	x	x	-6.4%	x	-11.2%	-17.8%	u	x
O=C1c2ccccc2CN1C(CO)c1ccccc1 (stereo not drawn)	-1.9%	-0.3%	0.8	-2.8%	1.2%	-42.2%	-0.4%	0.0%	18.1
Cc1ccccc1-c1nc(CS(=O)(=O)CC(=O)NCC(C)c2ccccc2)c(C)o1 (stereo not drawn)	x	x	x	-0.1%	x	-12.2%	-3.1%	u	x
CN(C)CCOc1ccc(-c2c(-c3ccccc3)sc3ccccc23)cc1	-10.5%	-6.6%	-0.5	-1.6%	-11.5%	22.3%	u	u	17.9
COc1ccc(NC(=O)c2ccccc2F)cc1Cl	-6.4%	0.0%	0.5	8.0%	-21.7%	-8.1%[57.5 µM]	-11.9%	4.5%	2.8
Cc1onc(-c2ccccc2)c1C(=O)NCC(O)c1ccccc1 (stereo not drawn)	5.5%	10.2%	0.2	-5.3%	-18.5%	-12.7%	0.3%	-8.9%	-1.8
Cc1ccc(S(=O)(=O)Nc2ccc(C(OC(=O)c3ccccc3[N+](=O)[O-])(C(F)(F)F)C(F)(F)F)cc2)cc1	-17.0%	-0.2%	-4.7	-7.9%	u	i	u	u	0.3
Cc1ccn(CCC(=O)N2CCCC(N3CCN(c4ccccc4C)CC3)C2)n1 (stereo not drawn)	6.6%	-8.1%	-1.7	-2.6%	0.5%	-22.8%	6.2%	12.2%	-4.6
C=C(C)COc1ccc(-c2ncncc2-c2ccc(Br)cc2)c(O)c1	-24.6%	2.0%	-6.3	6.0%	-23.3%	i	33.5%[activator]	u	5.2
O=C(N[C@H](Cc1cc(=O)[nH]c2ccccc12)C(=O)O)c1ccc(Cl)cc1	-12.6%	-5.9%	-0.2	-0.8%	-5.6%	-76.9%[inhibitor]	-3.4%	11.8%	-1.3
